# High-throughput results deposited in PubChem by several laboratories.
# MC4R antag cAMP: MC4R antagonists of cAMP signaling, primary screen, cell-based, TR-FRET, antagonist arm of biased-ligand search. MC4R-expressing cells, MTII-stimulated cAMP, LANCE TR-FRET. inhibition, % at 6.5 µM. 0.48% of 360,000 active. AID 540295, 2011;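 active = inhibition above its plate's cutoff, the mean of tested wells on that plate plus 3 SD, cut at about 29% in these data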;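 note: 0% = Melanotan II alone and 100% = Melanotan II plus saturating MCL0020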
#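 Material – human MC4R-expressing U2OS cells · Repeats – no replicates · Detection – TR-FRET with Eu-cAMP and labeled anti-cAMP, 671 nm · Times – compound 30 min, challenge 1 h, detection 1 h · Compound – single nominal compound dose of 6.5 µM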
# N-glyco inh: increase of ERlucT glycosylation luciferase signal, primary screen, N-linked glycosylation inhibitor project, D54 ERlucT cells, luminescence, set 2 | D54 ERlucT glycosylation luciferase reporter, 24 h; percent of 100 nM tunicamycin response | reporter increase, % at 12.5 µM | 0.23% of 360,000 active;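 active = mean luciferase reporter signal, scaled so untreated is 0 and the glycosylation-blocking control 100, at or above a set limit in every replicate; inconclusive = mean reaches the limit but not every replicate does; inactive = mean below the limit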;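 note: luciferase carries N-glycosylation sites so blocking glycosylation raises the light; 0% = median of neutral control wells and 100% = median of 100 nM tunicamycin wells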
# aDG glyco act: activators of alpha-DG glycosylation, primary screen, uHTS, Pro5-aDG cells, AlphaScreen | alpha-DG glycosylation AlphaScreen (IIH6); 0% Pro5, 100% B10-LARGE cell signal | activation, % at 10 µM | 0.22% of 360,000 active | AID 624168, 2012;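 active = activation of at least 8% versus controls, or a plate z-score of at least 8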;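 note: Pro5 are CHO cells carrying HIG-tagged alpha-DG that lacks glycosylation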
# TLR9-MyD88 inh: inhibitors of TLR9-MyD88 association in cells, primary screen, cell-based, CHO, BLA complementation, fluorescence | Toll-like receptor 9 (Homo sapiens) + Myeloid differentiation primary response protein … | CCF4 FRET ratio | inhibition, % at 4.98 µM | 0.21% of 340,000 active | AID 504734, 2011;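 active = inhibition above the mean over all tested compounds plus 3 SD, cut at about 21% in these data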;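 note: 0% = DMSO only wells and 100% = clavulanate BLA inhibitor control wells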
# Vif inh: HIV Vif self-association inhibitors, primary screen, imaging, HEK293T, single point; AID 602346, 2012; 0.35% of 340,000 active; HEK293T cells, Vif self-association by quenched fluorescence, 24 h; inhibition, % at 7.49 µM; in the data active = inhibition above about 50%, passing the limit was not always enough; inconclusive = no clear call, values can overlap the other calls; inactive = below about 31%; note: some results filed as inactive read as strong as hits
# NOD2 RIPK2 PPI: NOD2-RIPK2 binding disruptors in cells, primary screen, fluorescence, CHO cells, BLA complementation; Receptor-interacting serine/threonine-protein kinase 2 (Homo sapiens), O43353; CCF4 ratio; AID 624267, 2012; 0.38% of 360,000 active; inhibition, % at 4.98 µM; in the data active = inhibition above about 21%;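 note: 0% = vehicle only and 100% = reference blocker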
# Exocytosis inh: LAMP-1 surface exposure blockers, TALL-104 cells – cell-based, flow cytometry, MLPCN library, primary screen | inhibition, % at 10 µM | 0.66% of 360,000 active | TALL-104 LAMP-1 surface exposure; cells stimulated with thapsigargin and PMA | AID 651702, 2012;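 active = inhibition above about 55%, limit read from the data; inconclusive = no clear call, values can overlap the other calls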
# ABCB6 inh MLPCN: ABCB6 transporter inhibitors, primary screen, K562-ABCB6 cells, flow cytometry, MLPCN library; ATP-binding cassette sub-family B member 6 (Homo sapiens), Q9NP58; K562-ABCB6 porphyrin accumulation, 1 h; stronger effect = lower value; fluorescence ratio to DMSO, % at 10 µM; 0.19% of 360,000 active;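 active = fluorescence ratio to DMSO below 75%, the collection mean minus 3 SD; inconclusive = too few cells collected in the well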;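 note: signal is porphyrin accumulated inside mitochondria; 100% equals median channel fluorescence of DMSO control wells; lower ratio means ABCB6 inhibition with less porphyrin fluorescence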
# ABHD5 PLIN5 PPI: ABHD5-PLIN5 interaction inhibitors, primary screen, cell lysate, split luciferase complementation, luminescence | Perilipin-5 (Homo sapiens) + 1-acylglycerol-3-phosphate O-acyltransferase ABHD5 (Homo … | Split G. princeps luciferase complementation, 4 h | inhibition, % at 4 µM | 0.78% of 360,000 active;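 active = inhibition above the mean inhibition across every tested compound plus 3 SD, cut at about 22% in these data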;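 note: 0% = DMSO only wells and the 100% control is not disclosed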
# Target sequence (Q00G26 whole entry, looked up): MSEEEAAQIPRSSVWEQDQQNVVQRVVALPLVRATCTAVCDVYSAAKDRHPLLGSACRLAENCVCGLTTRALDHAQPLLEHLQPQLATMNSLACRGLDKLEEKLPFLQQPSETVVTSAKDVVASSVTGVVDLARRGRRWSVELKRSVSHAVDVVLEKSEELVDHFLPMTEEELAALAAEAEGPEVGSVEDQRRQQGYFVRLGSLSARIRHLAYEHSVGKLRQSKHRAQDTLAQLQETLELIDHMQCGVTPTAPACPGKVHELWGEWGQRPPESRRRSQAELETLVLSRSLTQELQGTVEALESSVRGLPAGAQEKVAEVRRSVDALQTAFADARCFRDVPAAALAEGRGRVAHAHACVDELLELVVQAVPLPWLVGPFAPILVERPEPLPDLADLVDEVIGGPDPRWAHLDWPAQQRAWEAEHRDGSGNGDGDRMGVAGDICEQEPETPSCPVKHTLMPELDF
# Target sequence (Q8WTS1 whole entry, looked up): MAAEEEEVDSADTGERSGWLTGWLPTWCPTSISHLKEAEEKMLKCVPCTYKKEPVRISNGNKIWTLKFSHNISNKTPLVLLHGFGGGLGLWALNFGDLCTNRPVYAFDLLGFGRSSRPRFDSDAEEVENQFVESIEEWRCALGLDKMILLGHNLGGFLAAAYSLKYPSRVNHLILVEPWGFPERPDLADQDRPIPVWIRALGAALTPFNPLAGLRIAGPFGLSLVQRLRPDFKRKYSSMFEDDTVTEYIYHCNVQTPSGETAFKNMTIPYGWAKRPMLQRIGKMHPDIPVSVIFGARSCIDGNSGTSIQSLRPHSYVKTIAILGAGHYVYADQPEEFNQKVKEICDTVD
# MC4R ag barr: MC4R agonists recruiting beta-arrestin, primary screen, cell-based, luminescence, agonist arm of biased-ligand search. Melanocortin receptor 4 (Homo sapiens), P32245. U2OS MC4R beta-arrestin complementation; percent of melanotan II response, DMSO zero. activation, % at 8.9 µM. 0.98% of 360,000 active;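 active = activation above a per-plate cutoff, the mean activation of sample wells on that plate plus 3 SD, cut at about 8% in these data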
# Starred values were filed as active, the others as inactive; ? = inconclusive; · = no result given; & = joins results of further samples.
SMILES,MC4R antag cAMP,N-glyco inh,aDG glyco act,TLR9-MyD88 inh,Vif inh,NOD2 RIPK2 PPI,Exocytosis inh,ABCB6 inh MLPCN,ABHD5 PLIN5 PPI,MC4R ag barr
Cc1[nH]c2ccccc2c1C(=O)C(C)OC(=O)C1CCC1 (configuration not stated),-11,2,-0.2,-15,-2,-9,-5,105,6,-1.9
COc1ccc(C(=O)Nc2cc(S(=O)(=O)N3CCCCC3)ccc2C)cc1,-1,-1,0.0,6,-5,-2,-11,94,2,0.8
Cc1ccccc1NC(=O)CCCN1C(=O)C2CC=CCC2C1=O (configuration not stated),3,1,-0.1,-3,8,-6,-10,103,1,-2.1
Cc1ccc(NC(=O)CCc2ccc(S(=O)(=O)N3CCOCC3)cc2)c(Cl)c1,4,-1,-0.2,5,20,-9,2,96,5,-1.0
COCCN(CCOC)c1cc(C)c(C#N)c2nc3ccccc3n12,23,1,-0.6,10,17,15,-15,94,3,-0.9
O=c1nc2n(c3sc4c(c13)CCCC4)C(CBr)CS2 (configuration not stated),0,12,-0.2,-4,-3,0,0,95,-2,-1.3
CCN(C(=O)COC(=O)c1cccnc1Nc1cccc(C(F)(F)F)c1)C1CCS(=O)(=O)C1 (configuration not stated),-9,0,0.1,-2,-5,6,0,102,0,0.5
CC(C)CC1Nc2ncnc(N3CCOCC3)c2N(Cc2ccccc2)C1=O (configuration not stated),7,0&-1,0.1&0.1,7,3,2&-1,0&-3,101&96,8&1,0.2
COc1ccc(NC(=O)CN2CCC(C(=O)c3ccc(F)cc3)CC2)c(OC)c1,2,-3,0.1,-16,-2,-7,-6,97,2,-0.5
CC(Oc1ccc(Cl)cc1Cl)C(=O)Nc1cccc(O)c1 (configuration not stated),12,0,0.1,4,8,-5,-4,98,-1,-0.9
Cc1cn2c(=O)c(C(=O)N3CCN(c4ccccc4F)CC3)cnc2s1,9,3,0.6,-8,-7,1,-7,90,-3,-2.2
Cc1cc(C)n(-c2cccc3cccnc23)n1,8,-1,4.8,-3,8,-8,2,101,-3,-1.7
CCN1CCCc2cc(CN(CCN3CCOCC3)C(=S)Nc3ccccc3C)ccc21,12,-4,0.1,-1,-4,-6,-5,95,-1,-1.8
Cc1cnc(CN(C)Cc2c(C(=O)N3CCc4ccccc4C3)nc3ccc(Cl)cn23)[nH]1,3,1,-0.2,-1,6,5,3,100,-3,-1.9
COc1cc(S(=O)(=O)N2CCN(C)CC2)c(OC)cc1Cl,3,·,0.0,4,·,-4,0,91,7,1.2
CSc1ccc(N2C(=O)NC3(CCCCC3)C2=O)cc1,-1,0,0.0,-2,·,-5,1,94,1,-1.1
Cc1ccc(C)c(OCC(=O)Nc2ccc(S(=O)(=O)Nc3onc(C)c3C)cc2)c1,10,3,-0.1,-3,-1,-2,-4,102,0,-0.6
O=C(Nc1ccon1)C12CC3CC(C1)CC(n1cnc([N+](=O)[O-])n1)(C3)C2,1,1,-0.2,0,-16,-2,-7,104,6,-0.2
O=C(NC1CCCCC1)N1CCN(c2ccc([N+](=O)[O-])cc2)CC1,6,-2,1.1,-14,·,-3,0,95,0,-1.6
Cc1c(C(=O)N2CCN(C(=O)c3ccccc3)CC2)oc2ccc(F)cc12,4,-4,0.1,9,1,-7,8,93,0,-0.2
C[C@H]1CN([C@@H](C)CO)C(=O)CCCn2nncc2CO[C@@H]1CN(C)Cc1cccc(C(F)(F)F)c1,4,1,0.3,-4,·,-2,7,95,2,-0.5
N#CC1=C(N)NC(SCc2ccccc2)=C(C#N)C12CCCC2,15,1,-0.2,-1,-2,-15,4,98,0,0.2
Cc1cccc(C)c1NC(=O)CSc1nc(-c2ccco2)cc(C(F)(F)F)n1,5,7,0.4,-3,7,0,-2,96,-14,1.0
Cc1ccc(C(=O)Oc2cccc(NC(=O)c3ccccc3)c2)cc1C,21,1,-0.2,-22,1,4,13,97,0,2.4
COc1ccc(NC(=O)c2sc3ncn(CC(=O)N4CCCCC4)c(=O)c3c2C)cc1OC,16,-1,0.0,2,-1,-3,-3,99,7,-1.2
COc1ccccc1OCc1ccc(C(=O)N(C)c2ccccc2)o1,20,1,0.1,9,-1,10,-3,101,8,0.1
Cn1c(=O)c2c(nc(N3CCc4ccccc4C3)n2Cc2ccc(Br)cc2)n(C)c1=O,2,1,0.0,-8,19,1,2,96,0,0.3
Cc1ccc(-n2c(=S)[nH]c3sc4c(c3c2=O)CCC4)cc1,8,6,0.1,-14,-3,-5,-4,103,-10,1.2
O=C(CCc1nc2ccccc2[nH]1)NCc1ccc2c(c1)OCO2,15,0,-0.1,2,-1,-15,6,104,-4,-1.1
CN(C)S(=O)(=O)c1ccc(C(=O)OCC(=O)c2csc(N3CCCCC3)n2)cc1,12,1,-0.3,-3,-2,-4,-1,97,5,-0.2
Cc1nc(S(=O)(=O)NC2CCCCC2)c(C#N)c(C)c1Cl,-3,-4,-0.4,1,27,-17,-4,98,-4,-0.7
COC(=O)C1(Cc2cc(-c3ccc(OC)cc3OC)no2)CCN(C(=O)OC(C)(C)C)CC1,8,-3,0.3,-1,-23,-11,-10,92,2,2.0
O=C(Nc1ccc(S(=O)(=O)Nc2nccs2)cc1)c1ccc(=O)[nH]c1,-7,-1,-0.1,-2,2,-15,-1,93,3,-1.6
CCC(CO)Oc1cc(NC(=O)c2cccc(F)c2)c2ncn(C(C)C)c2c1 (configuration not stated),12,-1,-0.1,1,-4,-3,-3,97,-4,-2.5
Cc1ccc(NC(=O)C(OC(=O)c2cnc(C)cn2)c2ccccc2)c([N+](=O)[O-])c1 (configuration not stated),23,-2,0.0,-7,-2,0,-10,99,2,0.6
O=C(Nc1ccc(Cl)cc1)c1ccc2nsnc2c1,7,-1,0.1,1,-7,-7,-5,93,-5,-0.8
COc1ccccc1NC(=O)c1ccc2nc(N3C(=O)CCC3=O)sc2c1,35*,2,0.0,-2,-1,0,-1,90,-1,-0.3
CCOc1ccc(C2Nc3ccc4ccccc4c3-c3c2c(=O)oc2ccccc32)cc1 (configuration not stated),1,12,-0.2,-2,-2,6,5,105,-4,0.0
CCCNC(=O)c1cc(C2CCCCN2C(=O)c2ccc(C(C)C)cc2)on1 (configuration not stated),8,1,0.2,·,-11,-8,2,93,7,1.0
Cc1c(CC(=O)NCCC(=O)O)c(=O)oc2cc3oc4c(c3cc12)CCCC4,-2,0,0.1,1,14,-10,-9,114,9,1.0
O=C(O)C1CCCCC1C(=O)NCCCN1CCOCC1 (configuration not stated),3,0,0.0,3,9,-1,1,95,-3,-0.8
Cc1ccccc1C(=O)OCn1nnc2ccccc2c1=O,9,-3,-0.1,4,-4,-2,-3,96,-9,1.7
O=C1NC(SCCCF)=N/C1=C/c1ccc(-n2cncn2)cc1,-21,0,-0.1,4,-10,3,6,?,-7,0.5
Cc1cc2[nH]c(=O)c(=O)[nH]c2cc1S(=O)(=O)N1CCN(c2cccc(Cl)c2)CC1,3,2,0.0,2,-14,-6,6,97,-3,2.6
COc1ccccc1C(=O)NC(=O)COC(=O)c1nc(Cl)ccc1Cl,4,3,0.0,-7,·,2,7,93,-5,-3.3
COc1ccc(N2C(=O)CCC(C(=O)O)C2c2ccc(F)cc2)cc1 (configuration not stated),5,2,-0.3,-6,·,-20,0,91,4,-0.3
Cc1ccc(C)n1-c1cccc(C(=O)Nc2ccccc2)c1,-5,2,0.0,-9,4,-9,5,96,8,-1.6
O=C(NCc1cccs1)c1ccc2sc([C@H]3C[C@H](O)[C@@H](CO)O3)nc2c1,7,2,0.0,·,-3,-8,5,94,-6,-1.7
CCCc1nc(NCc2ccccn2)c2nnn(Cc3ccccc3F)c2n1,6,-2,3.6,-6,-12,7,-3,92,6,4.8
CC(C)c1cc(N2CCOCC2)n2ncc(-c3ccccc3)c2n1,1,-4,0.2,-9,13,-4,4,93,-5,2.1
# Later entries.
SMILES,MC4R antag cAMP,N-glyco inh,aDG glyco act,TLR9-MyD88 inh,Vif inh,NOD2 RIPK2 PPI,Exocytosis inh,ABCB6 inh MLPCN,ABHD5 PLIN5 PPI,MC4R ag barr
O=C(C(=O)N1CCN(c2cccc(Cl)c2)CC1)c1c[nH]c2ccccc12,1,-2,-0.2,-7,2,18,0,96,2,8.5*
O=C(NC1CCCC1)c1ccc(CSc2nc3ccncc3n2Cc2ccc(F)cc2)cc1,7,-4,0.2,4,14,1,1,94,7,-0.1
COc1ccc(CC2(CO)CCN(Cc3ccc4nsnc4c3)CC2)cc1,-3,-1,-0.2,-3,1,-3,-1,97,0,-1.2
O=C(OC(C(=O)NC1CCCC1)c1ccccc1F)c1ccco1 (configuration not stated),0,0,0.1,-1,-3,-7,-5,99,2,-1.6
CSc1ccc(C(=O)NCC(c2ccco2)N(C)C)cc1[N+](=O)[O-] (configuration not stated),-2,-3,0.0,-3,1,-6,-10,99,-1,-0.1
CC(C)Cn1c(N)c(C(=O)COC(=O)CCc2nc3ccccc3c(=O)[nH]2)c(=O)n(C)c1=O,3,0,-0.1,-10,9,-11,-2,100,12,-0.8
c1ccc(-c2ccncn2)cc1,3,-1,0.0,-12,9,-9,-14,101,-2,-0.9
CCN(CC(=O)NCc1ccncc1)S(=O)(=O)c1ccccc1,-8,0,0.1,6,20,-4,?,98,-11,-0.3
COc1cc(/C=C(\NC(C)=O)C(=O)Nc2cccc(O)c2)ccc1OC(C)=O,6,3,-0.2,-1,·,-4,-4,103,-1,-2.0
O=C(C1CC1)N1CCc2cc(Br)cc(S(=O)(=O)NCCCN3CCCCC3)c21,12,-1,0.0,5,-9,-3,4,103,-1,-0.7
Cc1ccc(N2C(=O)CC3(CCCC3)CC2=O)cc1,1,2,0.2,7,-5,-7,2,91,-4,0.0
O=C(C(Cl)Cl)N1CCN(Cc2ccccc2)CC1,18,2,-0.2,-11,1,-16,0,100,4,-1.0
N#C/C(=C\c1cccn1S(=O)(=O)c1cccc(C#N)c1)S(=O)(=O)c1ccc(F)cc1,27,1,-0.1,·,·,9,-2,105,-6,-0.3
C=CCOc1ccc(CNc2nccs2)cc1OCC,0,-1,-0.1,-2,·,-7,4,101,-5,2.0
COc1ccc(NC(=O)NC2(C(=O)N3CCCCCC3)CCCCC2)cc1,4,0,-0.2,-10,5,-9,0,93,1,-0.2
COc1ccc(NC(=S)Nc2ccccc2Cl)cn1,6,0,-0.1,-8,0,-9,0,94,-5,-1.4

# Only part of the results is shown. The share of hits here may be higher or lower than overall.
